Furin inh = human furin inhibitors, primary screen, biochemical, fluorescence intensity. P09958. purified furin, fluorogenic substrate cleavage. inhibition, % at 30 µM. hit rate 0.061% among 220,000; in the data active = inhibition above about 25%; note: inactives centre near -15
EBV gp42 block = Epstein-Barr virus gp42 inhibitors, primary screen, biochemical, uHTS, fluorescence polarization; Glycoprotein 42 (Epstein-Barr virus (strain AG876)), Q1HVG2; Fluorescence polarization binding assay, mP read-out; inhibition, % (tested at 21.74 µM); hit rate 0.42% among 220,000; in the data active = inhibition above about 50%
Target sequence (Q1HVG2 whole entry, looked up): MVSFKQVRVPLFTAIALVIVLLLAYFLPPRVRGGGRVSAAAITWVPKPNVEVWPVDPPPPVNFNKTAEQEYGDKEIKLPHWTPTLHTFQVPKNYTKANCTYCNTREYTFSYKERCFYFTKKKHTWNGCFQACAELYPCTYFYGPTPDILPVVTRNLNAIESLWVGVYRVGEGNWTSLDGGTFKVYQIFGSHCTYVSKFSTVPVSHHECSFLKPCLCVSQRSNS
14-3-3 Bad PPI = inhibitors of 14-3-3 zeta/Bad binding, primary screen, biochemical, TR-FRET, bovine 14-3-3 zeta. 14-3-3 protein zeta/delta (Bos taurus), P63103. TR-FRET 14-3-3zeta/Dy647-pBad peptide displacement, 1 h. inhibition, % at 21.7 µM. hit rate 0.71% among 220,000. AID 781, 2007;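 active = inhibition above about 70%, limit read from the data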;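 note: 0% = full 14-3-3 plus peptide FRET controls and 100% = background without 14-3-3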
Target sequence (P63103 whole entry, looked up): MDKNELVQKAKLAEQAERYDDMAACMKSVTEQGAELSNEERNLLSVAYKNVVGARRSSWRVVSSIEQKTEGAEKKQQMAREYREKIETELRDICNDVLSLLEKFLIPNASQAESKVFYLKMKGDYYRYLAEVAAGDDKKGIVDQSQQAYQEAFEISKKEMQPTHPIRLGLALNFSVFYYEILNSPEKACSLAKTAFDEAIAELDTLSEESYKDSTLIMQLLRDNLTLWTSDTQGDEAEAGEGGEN
hK5 inh = human KLK5 protease inhibitors, primary screen, biochemical, 1536-well; recombinant hK5, fluorogenic AMC substrate cleavage; inhibition, % at 5 µM; hit rate 0.59% among 210,000; AID 873, 2007;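 active = inhibition of 40% or more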;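 note: 0% = enzyme controls without compound and 100% = no-enzyme blanks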
Target sequence (Q9Y337 67-293 limits assumed): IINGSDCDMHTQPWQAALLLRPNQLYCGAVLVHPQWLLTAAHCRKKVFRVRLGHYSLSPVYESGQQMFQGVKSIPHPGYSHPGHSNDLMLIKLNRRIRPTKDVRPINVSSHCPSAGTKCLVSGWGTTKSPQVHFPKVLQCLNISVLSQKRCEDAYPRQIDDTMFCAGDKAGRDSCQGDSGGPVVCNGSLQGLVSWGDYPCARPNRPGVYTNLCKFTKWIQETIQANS
eIF4E 4G PPI = eIF4E–eIF4G protein interaction inhibitors, primary screen, biochemical, uHTS, TR-FRET, eIF4GI fragment; Eukaryotic translation initiation factor 4E (Mus musculus) + Eukaryotic translation …; TR-FRET eIF4E-eIF4GI(517-606) binding, 2 h; inhibition, % at 21.7 µM; hit rate 0.37% among 220,000;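 note: 0% = full FRET control wells and 100% = background wells lacking eIF4GI fragment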
thrombin 1536 = human alpha-thrombin inhibitors, primary screen, counter-screen for coagulation protease inhibitor project, biochemical, 1536-well, fluorogenic AMC substrate. Boc-VPR-AMC fluorogenic substrate cleavage. Prothrombin (Homo sapiens), P00734. AID 1046, 2008. inhibition, % at 5 µM. hit rate 0.26% among 220,000;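 active = inhibition at or above 40%; inactive = inhibition below 40%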;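 note: 0% = enzyme with no compound and 100% = wells without enzyme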
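Test system: human alpha-thrombin; medium: pH 7.5 Tris-saline with Tween 20; times: reaction at room temperature; signal: AMC fluorescence at 355 nm excitation and 460 nm emission; also added: Boc-VPR-AMC substrate, 15 µM final; dosing: one concentration per compound, 5 µM, with 0.2% DMSO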
Rad51 HR inh = human RAD51 strand exchange inhibitors, primary screen, biochemical, fluorescence; DNA repair protein RAD51 homolog 1 (Homo sapiens), Q06609; hRad51 DNA strand exchange, fluorescence dequenching; inhibition, % at 10 µM; hit rate 0.085% among 200,000;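 active = inhibition above 40% at the single screening dose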;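 note: 0% = DMSO control wells and 100% = blanks with heterologous ssDNA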
Target sequence (Q06609 whole entry, looked up): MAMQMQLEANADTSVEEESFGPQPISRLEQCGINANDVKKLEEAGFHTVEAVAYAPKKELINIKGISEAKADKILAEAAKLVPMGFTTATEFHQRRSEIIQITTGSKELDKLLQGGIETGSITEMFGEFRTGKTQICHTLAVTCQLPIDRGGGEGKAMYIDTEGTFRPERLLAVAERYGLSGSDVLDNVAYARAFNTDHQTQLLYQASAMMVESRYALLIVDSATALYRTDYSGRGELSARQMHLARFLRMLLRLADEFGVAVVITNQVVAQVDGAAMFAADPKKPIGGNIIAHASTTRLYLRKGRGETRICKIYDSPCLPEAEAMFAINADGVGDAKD
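System: human Rad51 nucleoprotein filaments preassembled on unlabelled ssDNA. Reagent: labelled 47-mer dsDNA for strand exchange. Schedule: 30-min compound preincubation and 15-min exchange, both room temperature. Measured by: FRET fluorescence dequenching, excitation 485 nm, emission 520 nm. Read-out: Fluorescence-based percent inhibition, control- and blank-normalised. Benchmarks: plate controls and plate blanks.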
NCF1 inh = p47phox/p22phox peptide binding inhibitors, primary screen, biochemical, uHTS, NADPH oxidase regulatory subunit. Neutrophil cytosol factor 1 (Homo sapiens), P14598. fluorescence polarization, 2 h. inhibition, % at 24.7 µM. hit rate 0.53% among 220,000;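 note: 0% = p47phox with labelled peptide and 100% = labelled peptide alone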
Cl transport mod = KCC2 cotransporter modulators, thallium flux, primary screen, cell-based, HEK293 KCC2, FluoZin-2 fluorescence, MLSMR | Solute carrier family 12 member 5 (Homo sapiens), Q9H2X9 | KCC2 cells, thallium flux FluoZin-2 fluorescence | B-score of Tl+ flux slope (higher = more flux/activation; lower = inhibition) at 10 µM | hit rate 2.2% among 190,000;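 active = thallium flux slope and its plate-corrected score both differing from the plate sample mean at a set confidence after two filtering rounds, in either direction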;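 note: slope of fluorescence scaled to starting intensity during 10 to 20 s after thallium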
Numbers without * were called inactive; · = no result given; [ ] = remark or other dose.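 Rule for the calls, unless noted: active = inhibition above about 30% (limit read from the data); inactive = the rest.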

SMILES	Furin inh	EBV gp42 block	14-3-3 Bad PPI	hK5 inh	eIF4E 4G PPI	thrombin 1536	Rad51 HR inh	NCF1 inh	Cl transport mod
Nc1nonc1-c1nc2ccccc2n1CC(=O)N/N=C/c1ccc(-c2ccccc2C(=O)O)o1	1	-11	3	0	-1	·	-5	-13	0.75
CCN(CC)C(=O)COc1cc(C)cc2oc(=O)cc(-c3ccccc3)c12	6[20 µM]	-1	12	20	-6	-8	3	-5	0.09
O=C(CN(Cc1ccccc1)S(=O)(=O)c1ccc(S(=O)(=O)N2CCOCC2)cc1)Nc1ccccc1	-8	1	-2	-9	-2	-3	-6	-11	0.24
OC1NC(=S)N(c2ccccc2)C1O (stereo not drawn)	-9	-18	3	-3	0	-4	21	-6	1.5
Cc1ccc(-n2c(SCC(=O)NCC3CCCO3)nnc2-c2ccoc2C)cc1 (stereo not drawn)	-26	-13	-2[fluorescence artefact?]	-19	4[fluorescence artefact?]	6	1	-24	0.26
O=C(c1ccccc1Cl)N1CCNCC1	-9[20 µM]	-5	-1	0	1[fluorescence artefact?]	-23	·	-6	1.4
Cc1ccc(F)cc1NC(=O)CSc1ncccn1	-15	-16	0	0	0	1	-5	-2	-0.31
COc1ccc(-n2cnnc2SCCC#N)cc1	-1[20 µM]	-13	1	-1	-9	-5	-10	-5	-0.65
CCOc1ccc(S(=O)(=O)Nc2ccc(S(=O)(=O)N3CCCCC3)cc2)cc1	-24[20 µM]	20	-23[fluorescence artefact?]	8	1[fluorescence artefact?]	2	-5	2	0.042
Cc1ccccc1NC(=O)Cc1c(O)c2ccccc2[nH]c1=O	-14[20 µM]	-13	19	1	7	-3	3	-16	-1.5
Cc1cc2cc(CN(Cc3ccco3)C(=O)C3CCCCC3)c(=O)[nH]c2cc1C	-13	-16	3[fluorescence artefact?]	16	2[fluorescence artefact?]	-9	8	-8	·
COCCn1c(SCC(=O)/C=C2\N(C)c3ccccc3C2(C)C)nnc1-c1ccncc1	-11	-24	-5[fluorescence artefact?]	-8	6	3	10	-81	-0.66
CCc1nnc(NC(=O)CSc2nnc(-c3ccco3)n2CCOC)s1	-22	-7	-7	·	4	-8	·	-12	0.11
COc1ccc(Oc2cccc(Cl)c2CNC(=O)CSCC(=O)O)cc1	-22	-9	-10	-2	-3	-6	·	-6	-0.052
COC(=O)[C@H](CCSC)NC(=O)N1CCN(Cc2ccccc2)CC1	-17	-3	-3[fluorescence artefact?]	-9	1	-16	-2	4	-0.78
CCc1ccc(N(C(=O)Cc2cccs2)C(C(=O)NC2CCCCC2)c2cn(C)nc2C)cc1 (stereo not drawn)	-10[20 µM]	-9	15	-20	7	1	-5	-10	-0.97
CCOC(=O)CCC(=O)O[C@H]1[C@H](O[C@@H]2[C@@H](C)[C@H](O[C@H]3C[C@@](C)(OC)[C@@H](O)[C@H](C)O3)[C@@H](C)C(=O)O[C@H](CC)[C@@](C)(O)[C@H](O)[C@@H](C)C(=O)[C@H](C)C[C@@]2(C)O)O[C@H](C)C[C@@H]1N(C)C	-14	-13	-12	-8	-1	-1	-2	-4	-1.2
S=C(NCc1ccc(Cl)cc1Cl)Nc1ccccc1	-18	4	-26[fluorescence artefact?]	-3	1[fluorescence artefact?]	-3	·	-20	-0.33
CN(c1ccccc1)S(=O)(=O)c1cccc(NC(=O)c2cc(=O)c3ccccc3o2)c1	-17	-7	-17	-14	0	-3	29	-39	0.44
Fc1ccc2c(c1)C(c1ccncc1)=NNC(c1cccnc1)=N2	-6[20 µM]	-2	2	6	-2	6	-1	0	-0.45
O=c1[nH]c2ccccc2c2nc(-c3cccc(S(=O)(=O)N4CCCC4)c3)nn12	-27	-2	2	0	-5	0	12	-16	0
CCC(C)NS(=O)(=O)c1ccc(OCC(=O)NCc2ccco2)cc1 (stereo not drawn)	-14[20 µM]	-6	-11	2	0	0	-5	-6	-0.026
C/C(=N\OC(=O)c1ccc(F)cc1)c1ccc(F)c(F)c1	-20	-11	-3	3	-7	-2	19	-5	-0.12
Cc1nc(N2CCN(C(=O)c3ccco3)CC2)c2c3c(sc2n1)CCCC3	4[20 µM]	-11	-8	-4	7	3	8	-5	-0.42
Cc1ccc(NCc2ccccc2OCc2ccccc2F)cc1	-17[20 µM]	3	-13	-7	-5	-3	2	-3	0.23
CCc1ccc(C(C)NC(=O)/C(C#N)=C\c2cn[nH]c2-c2ccccc2)cc1 (stereo not drawn)	-15[20 µM]	1	-7	-4	8	2	0	-14	-0.12
O=C(Cn1cnc2ccccc2c1=O)Nc1nc2ccccc2s1	-19	-23	-6	6	-3	2	-8	-25	0.18
COC(C[C@H]1O[C@@H]1[C@H](O)COCc1ccccc1)OC	-7	-11	-2	16	-2	12	-1	1	0.94
COC(=O)CC1Oc2ccccc2N(Cc2ccc(C)cc2)C1=O (stereo not drawn)	-6	-1	1	-17	2	4	-2	-15	-1.9
Cc1ccc(S(=O)(=O)N(c2cccc(C(F)(F)F)c2)C2C=CS(=O)(=O)C2)cc1 (stereo not drawn)	-14	-14	10	1	3	7	10	-5	0.53
CC1CCCN(c2nc3nonc3nc2N2CCCC(C)C2)C1 (stereo not drawn)	-2[20 µM]	-12	-7	-14	2[fluorescence artefact?]	2	-3	-10	-1.2
O=c1[nH]c(=O)n(C(c2ccccc2)c2ccccc2)cc1Br	-32	-25	-16	-2	5	10	26	-7	-0.14
CCOc1ccc(CN2CCN(Cc3ccsc3)C(CCO)C2)cc1CO (stereo not drawn)	-14	-8	-12	0	-5	-11	8	-5	0.4
COc1ccc(NC(=S)NNC(=S)Nc2cccc(C(F)(F)F)c2)cc1	-28	-3	-14	1	-4	-1	18	-8	-0.83
COCCOC(=O)c1c(C)n(C)c2ccc(OC(=O)c3ccco3)cc12	-14[20 µM]	2	-1	0	-4	-5	-5	0	·
O=C(NCCCn1ccnc1)C(=O)NCC(c1cccnc1)N1CCN(c2ccccc2)CC1 (stereo not drawn)	-15	4	5[fluorescence artefact?]	-14	6[fluorescence artefact?]	-3	3	-6	0.14
O=C(NCCCN1CCOCC1)C(=O)NCc1ccccc1Cl	-30	-13	-13	0	-3	-7	2	3	0.27
CCOC(=O)c1sc2cc([N+](=O)[O-])cc(SCC(=O)OC)c2c1N	-2[20 µM]	-8	1	68*	2	29	-5	-18	0.13
COc1ccccc1C1(CCN=Cc2ccc(N(C)C)cc2)CCOC(C)(C)C1 (stereo not drawn)	3	-6	-6	2	-4	-1	·	-7	0.36
CCOc1ccc(C(CC(=O)O)n2cnnn2)cc1OC (stereo not drawn)	-26	-2	-23	-12	0	2	22	-7	0.15
CC(=O)Nc1ccccc1OCCOc1ccc(Br)cc1	-26	-8	-8	-6	2	-8	10	4	-1
COc1ccccc1/C=C\C(=O)NCC(=O)N/N=C(\C)Cc1ccccc1	-11	-1	0	0	3	-5	15	4	-1.1
CCOc1ccc2nc(SCC(=O)Nc3ccc(S(=O)(=O)N4CCCC4)cc3)c(C)cc2c1	-16	-19	-10	2	-17	2	-2	-18	-0.18
CCCCN(C)CCNC(=O)c1c[nH]c2ccc(S(=O)(=O)N(CC)CC)cc2c1=O	-34	-6	1	4	-2	2	·	-7	0.26
Cc1ccc(NC(=O)C2(c3ccccc3)CCOCC2)c([N+](=O)[O-])c1	-15	-17	24	-10	10[fluorescence artefact?]	-2	-29	-3	-0.69
Cc1cc(NC(=O)CCC(=O)N(c2cccc(F)c2)C(C(=O)NC2CCCC2)c2ccncc2)no1 (stereo not drawn)	-29	-12	-6	-3	-11	-1	1	-18	0.41
COC(=O)Nc1ccc(S(=O)(=O)N2CCC(C(=O)NC3CCCCC3)CC2)cc1	-13	-7	6	6	2	2	6	-8	0.29
Cc1cccc(-c2nnc3sc(-c4ccccc4)nn23)c1	-13	2	-5	-18	6	-3	2	-38	·
O=C1CCC(=O)N1CC1CC2CCC1C2 (stereo not drawn)	-15	-9	-8	-3	1	-3	6	-16	0.64
COc1ccc(NC(=O)N2CCCc3cccc(C)c32)cc1	-11	-17	3	-5	4	-3	-9	-1	-0.77
C/C(=C\C(=O)c1ccc(Cl)cc1Cl)N(C)C	-23	-10	-16	7	1	-13	-47	-16	4
O=C(NCCCl)NNC(=O)c1cc2ccccc2cc1O	-14	3	-9	-4	1	-14	·	3	-1.1
CCOc1ccc(C(=O)c2nc3c(n2O)CCCCC3)cc1	-8[20 µM]	-11	10	-5	5	4	·	-16	0.54
Cc1nnc(SC(C)C(=O)Nc2ccc3c(c2)OCCO3)s1 (stereo not drawn)	-23	5	-8[fluorescence artefact?]	0	-7[fluorescence artefact?]	-6	6	3	·
COc1cccc(-c2cc(C(=O)N3CCN(c4ncccn4)CC3)c3ccccc3n2)c1	-2	12	8	1	-6	-3	·	-7	-0.48
COc1cccc(N2C(=O)CC(N3CCC(c4nc5ccccc5[nH]4)CC3)C2=O)c1 (stereo not drawn)	-17[20 µM]	-22	9	-15	8	-1	8	2	1.2
CCCC(=O)Nc1ccc(Cl)c(NC(=O)c2ccc(Br)o2)c1	-20[20 µM]	-8	7	-23	0	-8	3	-24	-0.18
O=C(NCC(=O)N(c1cccnc1)C(C(=O)NC1CCCCC1)c1cccnc1)c1ccco1 (stereo not drawn)	-17[20 µM]	-9	12[fluorescence artefact?]	-20	4	-2	9	-4	1.2
Cc1cc(C)c(C(=O)CSc2nc3ccccc3c(=O)[nH]2)cc1C	-26	-2	-5	-2	-1	-20	-4	-15	0.97
COC(=O)c1nc(NC(=O)c2ccc(F)cc2)n[nH]1	-23	-19	-6	1	-4	95*	14	3	-0.14
CCCCN(C)S(=O)(=O)c1ccc(C(=O)N(CCN(C)C)c2nc3ccc(C)cc3s2)cc1	-7	4	-11	-8	-3	-8	7	-2	-0.65
CC(Nc1cc(N2CCNCC2)ccc1[N+](=O)[O-])c1ccccc1 (stereo not drawn)	3	2	-5	-26	3[fluorescence artefact?]	-3	·	-2	-0.74

Reformatted comma-delimited: entries from further up
structure,Furin inh,EBV gp42 block,14-3-3 Bad PPI,hK5 inh,eIF4E 4G PPI,thrombin 1536,Rad51 HR inh,NCF1 inh,Cl transport mod
Cc1nnc(SC(C)C(=O)Nc2ccc3c(c2)OCCO3)s1 (stereo not drawn),-23,5,-8[fluorescence artefact?],0,-7[fluorescence artefact?],-6,6,3,·
COc1cccc(-c2cc(C(=O)N3CCN(c4ncccn4)CC3)c3ccccc3n2)c1,-2,12,8,1,-6,-3,·,-7,-0.48
COc1cccc(N2C(=O)CC(N3CCC(c4nc5ccccc5[nH]4)CC3)C2=O)c1 (stereo not drawn),-17[20 µM],-22,9,-15,8,-1,8,2,1.2
CCCC(=O)Nc1ccc(Cl)c(NC(=O)c2ccc(Br)o2)c1,-20[20 µM],-8,7,-23,0,-8,3,-24,-0.18

Screens: PubChem BioAssay, several laboratories
